Screening results (PubChem BioAssay)
M1 antag – human M1 muscarinic receptor antagonists, primary screen, CHO-K1 cells, Fluo-8 calcium fluorescence, 1536-well; AID 588852, 2011; CHO-K1 hM1, ACh EC80 antagonist; Muscarinic acetylcholine receptor M1 (Homo sapiens), P11229; inhibition, % at 3 µM; 360,000 compounds, 1.3% hits;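 active = percent inhibition above its own plate's cutoff, namely the mean of that plate's compound wells plus 3 SD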;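 note: peak over basal fluorescence ratio during 140 s after agonist addition; 0% = ACh EC80 plus DMSO and 100% = DMSO alone without agonist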
Target sequence (P11229 whole entry, looked up): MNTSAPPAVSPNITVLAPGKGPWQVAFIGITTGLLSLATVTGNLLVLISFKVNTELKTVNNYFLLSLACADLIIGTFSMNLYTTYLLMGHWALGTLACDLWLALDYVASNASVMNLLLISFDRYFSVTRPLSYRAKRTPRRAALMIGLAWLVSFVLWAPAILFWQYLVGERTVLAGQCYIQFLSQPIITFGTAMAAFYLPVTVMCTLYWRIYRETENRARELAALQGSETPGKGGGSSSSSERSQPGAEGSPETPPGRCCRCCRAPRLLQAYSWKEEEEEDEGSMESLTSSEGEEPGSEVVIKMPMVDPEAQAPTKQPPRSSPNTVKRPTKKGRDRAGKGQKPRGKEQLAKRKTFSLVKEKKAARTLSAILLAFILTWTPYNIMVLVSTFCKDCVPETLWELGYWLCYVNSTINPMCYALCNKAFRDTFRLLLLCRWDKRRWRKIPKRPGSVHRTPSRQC
M1 ag – human M1 muscarinic receptor agonists, primary screen, Fluo-8 calcium fluorescence, CHO-K1 cells, HTS; Muscarinic acetylcholine receptor M1 (Homo sapiens), P11229; CHO-K1 hM1, agonist mode; 0% DMSO, 100% acetylcholine EC100; activation, % at 3 µM; 360,000 compounds, 0.33% hits; AID 588814, 2011;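 active = activation above the run's mean compound activation plus 3 SD, cut at about 16% in these data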;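 note: peak over basal fluorescence ratio within a 140 s kinetic read after compound addition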
M1 PAM – human M1 muscarinic receptor positive allosteric modulators, primary screen, CHO-K1 cells, Fluo-8 calcium fluorescence, 1536-well | CHO-K1 hM1, ACh EC20; 0% = ACh EC20, 100% = maximal ACh | 360,000 compounds, 0.088% hits | Muscarinic acetylcholine receptor M1 (Homo sapiens), P11229 | activation, % at 3 µM; in the data active = activation above about 19%, passing the limit was not always enough
CHO-K1 Ca antag – nonselective inhibitor or artifact in parental CHO-K1 cells. inhibition, % at 3 µM. AID 602250. ATP-induced calcium, Fluo-8 fluorescence. 360,000 compounds, 0.6% hits;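 active = inhibition above a per-plate cutoff, the plate's mean sample inhibition plus 3 SD, cut at about 24% in these data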;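 note: 0% = DMSO plus EC80 ATP and 100% = DMSO alone without ATP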
M4 antag – human M4 muscarinic receptor antagonists, primary screen, CHO cells, Fluo-8 calcium fluorescence | Muscarinic acetylcholine receptor M4 (Homo sapiens), P08173 | inhibition, % at 3 µM | 360,000 compounds, 0.73% hits | CHO-hM4 cells, ACh EC80;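 active = inhibition above its plate's cutoff, the mean inhibition of sample wells plus 3 SD, cut at about 27% in these data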;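 note: 0% = acetylcholine EC80 with DMSO and 100% = DMSO without agonist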
CHO parental Ca – ATP-evoked calcium signal inhibitors, parental CHO, primary screen, counter-screen for OX1R antagonist project, cell-based, fluorescence, Fluo-8 calcium dye | inhibition, % at 5.6 µM | parental CHO-K1, ATP-induced calcium, Fluo-8 fluorescence | AID 463079, 2010 | 330,000 compounds, 0.63% hits;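 active = inhibition above that plate's mean sample inhibition plus 3 SD, cut at about 26% in these data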;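 note: 0% = ATP-challenged DMSO wells and 100% = DMSO wells without ATP; some compounds past the cut are filed as inactive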
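Material – parental CHO cells · Reagent – ATP stimulus · Compound – single nominal dose of 5.6 µM per compound · Detection – Fluo-8 fluorescence · Read-out basis – percent inhibition of calcium signal · Controls – ATP-challenged DMSO wells low, unchallenged DMSO wells high · Repeats – no replicates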
M4 ag – human M4 muscarinic receptor agonists, primary screen, CHO-K1 cells, Fluo-8 calcium fluorescence. 360,000 compounds, 0.14% hits. activation, % at 3 µM. CHO-K1 hM4/Gqi5; vehicle 0%, full acetylcholine response 100%. Muscarinic acetylcholine receptor M4 (Homo sapiens), P08173;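 active = activation above the run mean over all test wells plus 3 SD, cut at about 32% in these data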;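 note: peak over basal fluorescence ratio per well then scaled between controls; 0% = DMSO wells and 100% = acetylcholine at EC100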
CHO-K1 Ca ag – counter-screen for M1 agonists: effect in parental CHO-K1 cells. 360,000 compounds, 0.48% hits. AID 602248, 2012. activation, % at 3 µM. Fluo-8 calcium fluorescence; scaled to maximal ATP response, vehicle zero; in the data active = activation above about 15%;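 note: untransfected CHO-K1 host cells lacking M1 receptor as counterscreen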
OXTR potentiate – human OXTR potentiators, primary screen, fluorescence, CHO-OTR cells, Fluo-8 calcium. Oxytocin receptor (Homo sapiens), P30559. Fluo-8 calcium fluorescence, potentiator mode; 0% = oxytocin EC15, 100% = EC100. activation, % at 3 µM. 320,000 compounds, 0.061% hits;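 active = activation above that plate's cutoff, the mean activation of tested compounds plus 3 SD, cut at about 6.6% in these data, passing the limit was not always enough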;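 note: 100% uses oxytocin at 75 nM as the full agonist control; some results filed as inactive read as strong as hits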
Target sequence (P30559 whole entry, looked up): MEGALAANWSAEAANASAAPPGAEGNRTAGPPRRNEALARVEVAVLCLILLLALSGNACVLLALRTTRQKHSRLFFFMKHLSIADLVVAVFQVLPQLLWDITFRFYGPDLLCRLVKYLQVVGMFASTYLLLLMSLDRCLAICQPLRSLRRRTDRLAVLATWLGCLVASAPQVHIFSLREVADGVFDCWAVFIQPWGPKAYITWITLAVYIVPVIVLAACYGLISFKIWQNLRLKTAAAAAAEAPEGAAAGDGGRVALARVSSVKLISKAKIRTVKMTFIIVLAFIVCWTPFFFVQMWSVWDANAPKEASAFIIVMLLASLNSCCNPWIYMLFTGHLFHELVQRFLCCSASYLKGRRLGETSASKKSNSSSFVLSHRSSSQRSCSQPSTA
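Assay system: CHO-OTR cells, human receptor / Also added: oxytocin at about EC15, sub-maximal agonist stimulus / Dosing: single dose, 3.0 µM nominal final compound concentration / Incubation: 6 min pre-incubation, 100 s read / Technique: Fluo-8 calcium dye fluorescence / Read-out: % activation vs EC15 and EC100 oxytocin / Benchmarks: EC15 oxytocin low, 75 nM oxytocin high / Replicates: singlicate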
An asterisk follows results filed as active; · = no result given. Rows are unselected. Share with any hit: about 2.9%.

Every second line gives: M1 antag	M1 ag	M1 PAM	CHO-K1 Ca antag	M4 antag	CHO parental Ca	M4 ag	CHO-K1 Ca ag	OXTR potentiate
O=C(Oc1c(-c2ccccc2)c(=O)n2c3c(cccc13)CC2)c1ccco1
    0	-2	0	-5	14	-14	-1	1.3	-11
Cc1cc(NC(=O)CSc2nnc(-c3cccs3)n2N)no1
    -35	-3	7	-16	-1	-17	0	0.3	-9
O=C(CCc1nc2ccccc2c(=O)[nH]1)NNC(=O)COc1cccc(F)c1
    3	-7	0	-4	6	0	0	0.2	2
N/C(=N\OC(=O)CC1CCCCC1)c1cccc(Br)c1
    -4	-4	7	-9	0	-5	1	-0.3	-4
O=C(Nc1nc2ccccc2[nH]1)c1cccc(Br)c1
    -10	-6	6	-20	-8	7	1	1.4	1
O=C(NCC1CCCN(C(=O)c2cccc(C(F)(F)F)c2)C1)c1ccc(F)cc1 (stereo not given)
    -8	-3	7	-8	-6	-21	2	2.0	-5
CN1CCN(c2ccc(Cl)cc2NC(=O)c2nn(-c3ccccc3)c(=O)c3ccccc23)CC1
    -6	-2	-7	-3	8	·	1	-0.4	·
COCC(C)n1c(C)cc(C(=O)COC(=O)/C=C/c2cccc(F)c2)c1C (stereo not given)
    8	-2	-2	1	9	2	9	7.7	-34
Cc1cc(S(=O)(=O)N2CCN(Cc3ccccc3)CC2)c(C)s1
    -12	-3	5	6	-2	-7	-2	-0.2	-4
COC(=O)c1cc(NC(=O)C2CC=CCC2C(=O)O)cc(C(=O)OC)c1 (stereo not given)
    -1	-3	3	-8	-4	4	0	0.1	-17
CN(Cc1ccccc1)C(=O)c1cccc(NC(=O)Cc2cccc(NC(=O)C3CCN(C(=O)C4CCC4)CC3)c2)c1
    -7	-9	3	-8	1	·	-1	0.1	·
Cc1cnc(NC(=O)CN(C)S(=O)(=O)c2ccc(Cl)cc2)s1
    2	2	10	22	-5	-4	1	0.3	-13
COc1ccc(C(=O)COC(=O)CN2C(=O)NC(C)(C)C2=O)cc1OC
    4	-3	-3	-4	-11	-6	1	0.2	-12
COC(=O)C1=C(C)N(c2ccc(Cl)c(Cl)c2)C(=O)C1
    -12	-4	11	1	-5	-11	1	0.2	-10
O=c1oc2ccccc2cc1NCc1ccccc1O
    -4	-2	-3	23	-7	-4	2	-0.3	-10
CCOc1ccc(S(=O)(=O)NCc2ccc(F)cc2)c2cccnc12
    3	-2	-1	4	1	-21	1	0.3	-3
CCOC(=O)c1nc[nH]c1C
    5	3	0	-17	2	-5	-1	0.4	0
COc1ccc(COC(=O)c2cc([N+](=O)[O-])ccc2N2CCOCC2)cc1F
    -7	-4	1	-1	-4	-5	7	5.1	-6
O=C(Nc1ccc2c(c1)OCO2)C1CC(c2ccccc2O)=NO1 (stereo not given)
    -6	3	5	-5	-9	-6	2	1.3	-8
COc1ccc(C(=S)Nc2ccc(C)cc2)cc1
    -6	-5	6	-5	5	73*	0	-0.4	-15

3 compounds drawn at random from those above:
Every second line gives: M1 antag	M1 ag	M1 PAM	CHO-K1 Ca antag	M4 antag	CHO parental Ca	M4 ag	CHO-K1 Ca ag	OXTR potentiate
CCOC(=O)c1nc[nH]c1C
    5	3	0	-17	2	-5	-1	0.4	0
CN1CCN(c2ccc(Cl)cc2NC(=O)c2nn(-c3ccccc3)c(=O)c3ccccc23)CC1
    -6	-2	-7	-3	8	·	1	-0.4	·
Cc1cc(S(=O)(=O)N2CCN(Cc3ccccc3)CC2)c(C)s1
    -12	-3	5	6	-2	-7	-2	-0.2	-4

Additional records.
Every second line gives: M1 antag	M1 ag	M1 PAM	CHO-K1 Ca antag	M4 antag	CHO parental Ca	M4 ag	CHO-K1 Ca ag	OXTR potentiate
COc1ccc([C@H]2C[C@@H](n3cc(C4CC4)nn3)[C@H](O)CN2C(=O)C2CCCCC2)cc1
    -8	-3	3	-12	-3	·	2	0.7	·
CN1CC(=O)NC1=NC(=O)c1ccc(Cl)c(S(=O)(=O)N2CCCCCC2)c1
    -12	-4	6	-8	-7	-11	1	0.6	-5
COc1cc2c(cc1NC(=O)c1cc(-c3cccnc3)nc3ccc(C)cc13)oc1ccccc12
    1	0	1	2	0	-20	0	-0.3	-3
COc1ccccc1OCCNC(=O)c1ccc(S(=O)(=O)N(C)C)cc1
    -35	0	16	6	-12	-12	2	0.5	-5
CNS(=O)(=O)c1cccc(C(=O)OCc2cc(Cl)cc3c2OCOC3)c1
    -3	0	8	-5	7	-17	5	-0.4	-10
COc1c(Br)cc(Br)cc1C(=O)O
    -6	0	9	-3	4	-3	0	-0.1	0
O=[N+]([O-])c1ccc(NN=CC2CCCCCC2)c([N+](=O)[O-])c1
    ·	·	·	-20	1	·	1	1.1	·
O=S(=O)(Nc1cccc2ccccc12)c1ccccc1
    -19	0	21	-5	-7	-15	0	1.1	-1
Cn1nc(C(=O)N2CCN(c3ccccn3)CC2)c2ccccc2c1=O
    -10	-1	7	-12	-17	-9	7	2.1	0
c1cc2[nH]snc2c2nc(C3CC3)nc12
    -4	-6	1	-11	0	-10	1	-0.1	1
O=C(O)COc1ccc2c(c1)CCCC2
    -11	-4	0	-7	-2	0	1	0.2	-6
CC(C)OCCCN1CC(=O)N2[C@@H](Cc3c([nH]c4ccccc34)C2(C)C)C1=O
    -17	1	20	-13	-14	-14	11	2.9	6
O=C1CSC(c2c(F)cccc2Cl)N1c1cccc(F)c1 (stereo not given)
    23	-6	-17	9	15	-20	-3	0.0	-5
CCOC(=O)Cc1csc(NC(=O)/C=C/c2cccc(Br)c2)n1
    10	-5	-5	-4	1	-3	18	13	-29
C[C@@H]1CC=C[C@@H]2[C@H]1C(=O)N(Cc1ccccc1)[C@H]2c1cccc(C#Cc2ccccc2)c1
    -10	-2	6	-29	-18	-33	-1	0.0	·
Cc1cc(Cl)ccc1C(=O)C1CCCN(C(=O)/C=C/c2cnn(C)c2)C1 (stereo not given)
    -10	-4	7	-5	-4	-11	2	2.0	3
Cc1cccc(N2CCC(N3CCN(C4CCCCC4)C(CCO)C3)CC2)c1C (stereo not given)
    -1	-12	-6	-4	-7	-17	5	3.6	-4
Cc1ccc(S(=O)(=O)N2CCCCC2C(=O)O)cc1 (stereo not given)
    6	-4	4	6	-6	-7	0	-0.2	-1
Cc1ccc(OC(F)F)c(NC(=O)Nc2cccc(C(F)(F)F)c2)c1
    28*	-5	-22	6	20	1	9	7.3	-11
CCCCN(C=O)c1c(CC)nc2c(OCCOc3ccccc3)cccn12
    -5	-5	-6	-9	-26	·	11	3.9	·

Ordered by the number under M1 antag (high to low): some entries from above.
canonical_smiles	M1 antag
Cc1ccc(S(=O)(=O)N2CCCCC2C(=O)O)cc1 (stereo not given)	6
Cc1cccc(N2CCC(N3CCN(C4CCCCC4)C(CCO)C3)CC2)c1C (stereo not given)	-1
c1cc2[nH]snc2c2nc(C3CC3)nc12	-4
COc1ccc([C@H]2C[C@@H](n3cc(C4CC4)nn3)[C@H](O)CN2C(=O)C2CCCCC2)cc1	-8
O=C(O)COc1ccc2c(c1)CCCC2	-11
CN1CC(=O)NC1=NC(=O)c1ccc(Cl)c(S(=O)(=O)N2CCCCCC2)c1	-12
CC(C)OCCCN1CC(=O)N2[C@@H](Cc3c([nH]c4ccccc34)C2(C)C)C1=O	-17

More results follow.
Every second line gives: M1 antag	M1 ag	M1 PAM	CHO-K1 Ca antag	M4 antag	CHO parental Ca	M4 ag	CHO-K1 Ca ag	OXTR potentiate
COc1ccccc1C(=O)NC(=O)COC(=O)C1CC1
    0	-2	-1	-7	-3	-14	0	0.4	0
CCCCCC(=O)N/N=C(\C)c1ccc(N2CCCCC2)cc1
    -18	-11	12	-7	-6	-10	-2	0.3	-8
COc1cccc(C(=O)N2CCn3c2nc2ccccc23)c1
    -6	-2	9	-7	-1	-15	0	0.1	4
Cc1ccc(C(=O)Nc2ccc(N3CCCCC3)cc2)cc1
    -12	-7	8	-10	3	-3	-1	-0.6	1
CC(=O)NCCc1nc2cc(NC(=O)c3cccc([N+](=O)[O-])c3)ccc2n1C
    -10	-3	11	-6	6	·	11	2.9	·
Cc1ccc(S(=O)(=O)CCC(=O)OCC(=O)NCCc2ccc(S(N)(=O)=O)cc2)cc1
    -3	-2	1	-10	7	-13	2	0.4	-5
CCOC(=O)C1CCCn2c1nc1sc3c(c1c2=O)CCCC3 (stereo not given)
    -7	-7	1	-8	-5	-16	-2	0.9	4
Cc1ccc(/C=N\NC(=O)/C(=C\Nc2nccc(C)n2)NC(=O)c2ccccc2)cc1
    -8	-2	2	-11	0	-23	5	2.5	1
CCCCSCc1nc2ccccn2c1Br
    -11	-3	9	-16	-1	-11	0	0.3	-1
OC(CNCc1ccccc1Cl)C(F)(F)F (stereo not given)
    4	-5	2	-24	6	-19	1	2.9	9
Cc1ccc(CSc2nnc(-c3ccccn3)n2C)cc1
    -1	-6	7	-9	-2	-14	1	0.9	3
CC(=O)N1CCN(c2cc(N3CCCC3)c(F)cc2[N+](=O)[O-])CC1
    -4	-3	7	-2	-4	-22	1	-0.1	1
O=C(N/N=C/c1cccc([N+](=O)[O-])c1)c1ccc(Br)cc1
    1	-9	7	-6	1	9	0	1.5	-3
CCN(CC)c1ccc(NC(=O)c2ccco2)c(C)c1
    -8	-7	11	-8	2	-3	0	0.2	-4
CN1CCn2c1nc(N1CCOCC1)nc2=O
    6	-2	-5	3	8	-7	1	-0.1	-1
NC(=O)CN1C(=O)C(=O)N(Cc2ccccc2Cl)C1=O
    -10	-4	11	5	3	2	0	0.2	-4
Cc1ccccc1NC1=NC(C)(C)N=C(N)N1
    8	-7	-3	-4	3	2	1	-0.1	-5
O=C(O)c1ccc(N/N=C/C=C/c2ccc([N+](=O)[O-])o2)cc1
    36*	27*	-13	14	20	52*	74*	12	-8
c1ccc2c(c1)Cn1c-2nc2ccccc21
    -23	-5	10	7	-3	-12	0	-0.1	-9
